TDP1 cell CPT = DT40-hTDP1 cell growth loss with CPT; 12% of 420,000 active; AID 686979; chicken DT40 Tdp1-/-;hTDP1 cells + 20 nM CPT, ATP luminescence, 48 h; Potency, µM (doses to about 46.2 µM), for the others: at the top dose activity change, negative = growth inhibition, most hits filed as inhibitors; active = well fitted inhibition curve with a large enough effect; inconclusive = small, poorly fitted or top-dose-only effect; also: nearly all actives have a fitted effect of over 55% in size
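Cell growth measured by CellTiter-Glo luminescence after a minimum 48 h, 37 C compound exposure with 20 nM CPT in Tdp1-knockout DT40 cells stably expressing hTDP1, seeded 400/well; qHTS titration format.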
* hit, by the source's call; ? = inconclusive; [ ] = remark or other dose. % is scaled to controls: 0 for no effect and ±100 for the full control effect; potency is read from the fitted curve at half-maximal effect. An excerpt; rates above refer to the full screens.

SMILES	TDP1 cell CPT
COc1ccc(NC(=O)C[C@H]2C(=O)N(c3ccc(Br)cc3)C[C@@H]2CSC)cc1	?
NC[C@H]1O[C@H](O[C@H]2[C@H](O)[C@@H](O[C@H]3O[C@H](CO)[C@@H](O)[C@H](N)[C@H]3O)[C@H](N)C[C@@H]2N)[C@H](N)[C@@H](O)[C@@H]1O	?
CC(=O)Nc1cccc(Nc2cc(C)nn2C)c1	-4%
CNC(=O)C[C@H]1C(=O)N(Cc2ccccc2)C[C@@H]1C	1%
Cc1ccccc1-n1nc2c(c1NC(=O)C1CC1)CS(=O)(=O)C2	-10%
Cc1ccc([C@@H]2CC(=O)[C@@H]3CN(S(=O)(=O)c4ccc(C)cc4)[C@H](c4ccccc4)C[C@@H]3N2S(=O)(=O)c2ccc(Cl)cc2)cc1	-12%
CCOC(=O)C1=CCN(S(=O)(=O)c2ccccc2Br)C1c1cccc(Cl)c1 (stereo not given)	?
CSC1=NC=C(C#N)C2=NC(c3ccc(Cl)cc3)NN12 (stereo not given)	?
Clc1ccc(N2O[C@H]3C=C[C@@H]2C3)nc1	21µM*
CN(CCO)C(=O)c1cn(C2CCN(Cc3cccc4ccccc34)CC2)nn1	-9%
O[C@@H]1CN(Cc2cccs2)[C@@H](c2ccc(Cl)cc2)C[C@H]1n1cc(C2CC2)nn1	?
COc1ccc([C@H]2C[C@H](O)[C@@H](n3cc(COC(=O)c4ccccc4)nn3)CN2Cc2cccs2)cc1	-2%
CCc1nc2c(OCc3ccc(F)cc3)cccn2c1N(C)C(=O)CC(C)C	?
CN(CC(=O)N/N=C/c1ccc(F)cc1)S(=O)(=O)c1ccccc1	-4%
CC(=NNC(N)=O)C1CC2CCC1CC2 (stereo not given)	1%
O=C1c2ccccc2C(c2nnnn2-c2ccc3c(c2)OCCO3)N1Cc1ccc(F)cc1 (stereo not given)	?
COc1ccc(-n2c(SCC(=O)Nc3cc(C)on3)nc3c(c2=O)SC(C)C3)cc1 (stereo not given)	-2%
COc1ccc(O)c(CN2CCCN(c3nc(C)c4cc(C)c(C)cc4n3)CC2)c1	-1%[9.04 µM]
CC(C)OC(=O)C(C(=O)OC(C)C)=C1SC=CS1	?
C[C@H](CO)N1C[C@H](C)[C@H](CN(C)C(=O)Nc2cccc(Oc3ccccn3)c2)OCc2cnnn2CCCC1=O	15%
Cc1c(C(=O)NCc2cccc([N+](=O)[O-])c2)sc(=O)n1Cc1ccc(C(C)C)cc1	?
Cc1cn([C@H]2C[C@H](O)[C@@H](/C=C/C(=O)NCCCc3ccccc3)O2)c(=O)[nH]c1=O	10%
C[C@@H]1CN([C@H](C)CO)C(=O)CCCn2cc(nn2)CO[C@H]1CN(C)C(=O)Nc1ccc(C(C)(C)C)cc1	-22%
CCOC1=C2[C@@H](CN(S(=O)(=O)c3ccc(C)cc3)[C@H]2c2cccc3ccccc23)[C@H]2C(=O)N(Cc3ccccc3)C(=O)[C@H]2C1	?
COc1ccc(CN2CCOc3ccc(CN4CCC(Oc5cccnc5)CC4)cc3C2)cc1	21µM*

Further results follow.
SMILES	TDP1 cell CPT
COc1cccc(OCc2ccc(Cn3nc(NC(=O)NCCc4ccc(OC)c(OC)c4)c4ccccc43)cc2)c1	-28%
Cc1ccc(S(=O)(=O)NNc2c3ccccc3nc3ccc(Cl)cc23)cc1	23µM*
Cc1ccc(S(=O)(=O)N2C[C@H]3C(=O)C[C@@H](c4ccccc4)N(S(=O)(=O)c4ccc(Br)cc4)[C@H]3C[C@H]2c2ccccc2)cc1	-11%
CCCNC(=O)c1cc(C2CCCN(C(=O)c3cc(C(C)(C)C)nn3C)C2)on1 (stereo not given)	?
CC(=O)Nc1cccc(-c2ccnc3c2CC(C(=O)NCCC(F)(F)F)O3)c1 (stereo not given)	?
NS(=O)(=O)c1ccc(CCNc2nn3c(-c4cccc(OC(F)(F)F)c4)cnc3s2)cc1	12µM*
C[C@H](CO)N1C[C@H](C)[C@H](CN(C)S(=O)(=O)c2ccc3ccccc3c2)OCc2cnnn2CCCC1=O	?
Cc1cn([C@H]2C[C@H](O)[C@@H](CNCc3ccc(Oc4cc(-n5cccn5)ncn4)cc3)O2)c(=O)[nH]c1=O	2%
O=C(NCc1ccccc1Cl)c1[nH]c(C(F)(F)F)nc1-c1ccccc1	-9%
C[C@H]1CN([C@@H](C)CO)C(=O)CCCn2nncc2CO[C@H]1CN(C)C(=O)Nc1ccnc(N2CCOCC2)c1	-28%
O=C(O)C1CC(Br)C(Br)CC1C(=O)O (stereo not given)	-9%
Cc1cccc(CNC(=O)c2cnn(-c3ncc4c(n3)-c3ccccc3CC4)c2C2CC2)n1	7%[9.04 µM]
CCCS(=O)(=O)NC(=O)C1(C)CCN(C(=O)c2cc(F)ccc2C)C1 (stereo not given)	-5%
Cc1cccc(C)c1NC(=O)C(c1ccccc1F)n1c(=O)c(-c2cc3ccccc3[nH]2)nc2ccccc21 (stereo not given)	?
COc1ccc(C(C)(NC(C)=O)c2nc(-c3cnc4ccccc4c3)cs2)cc1 (stereo not given)	?
CC1(Cc2ccccc2OC(F)(F)F)C(=O)Nc2ccc(-c3ccsc3)cc21 (stereo not given)	?
CN1CCN(c2ccc(CNC(=O)C3(C)Cc4c(-c5ccc6c(c5)OCO6)ccnc4O3)cc2)CC1 (stereo not given)	?
CC(C)(C)OC(=O)[C@H](Cc1ccccc1)NC(=O)c1[nH]cnc1C(=O)Nc1ccccc1F	18µM*
CCOC(=O)[C@]12CCCC=C1N(CCC1=CCCCC1)C(=O)[C@H](CC(=O)NCc1cccs1)C2	?
COc1ccc(C(C(=O)NC2CCCC2)n2c(C3CCN(C(C)=O)CC3)nc3ccccc32)cc1 (stereo not given)	-5%
COc1ccc(-c2csc(C(C)(O)c3cccnc3)n2)cn1 (stereo not given)	?
Cc1ccccc1-c1csc(C(C)(O)c2cccnc2)n1 (stereo not given)	?
Cn1nc(-c2ccccc2)cc1NC(=O)[C@@H]1O[C@H](CO)[C@H](O)[C@H](O)[C@H]1O	-24%
COC(=O)C[C@@H]1C[C@H]2c3cc(N(C)C)ccc3O[C@H]2[C@H](CO)O1	-22%
COCC(=O)N1C[C@@H](C)[C@@H](OC)CN(C)C(=O)c2ccc(NC(=O)c3cnccn3)cc2OC[C@H]1C	-5%

A different layout for four compounds above.
Compound,TDP1 cell CPT
Cc1cn([C@H]2C[C@H](O)[C@@H](CNCc3ccc(Oc4cc(-n5cccn5)ncn4)cc3)O2)c(=O)[nH]c1=O,2%
O=C(NCc1ccccc1Cl)c1[nH]c(C(F)(F)F)nc1-c1ccccc1,-9%
C[C@H]1CN([C@@H](C)CO)C(=O)CCCn2nncc2CO[C@H]1CN(C)C(=O)Nc1ccnc(N2CCOCC2)c1,-28%
O=C(O)C1CC(Br)C(Br)CC1C(=O)O (stereo not given),-9%

(listing goes on)
SMILES	TDP1 cell CPT
Cc1cccc(C)c1NC(=O)C1(C)CSCC(=O)N1Cc1cccc(C(F)(F)F)c1 (stereo not given)	?
CN(C)c1ccc(-c2ccnc3c2CC(C)(C(=O)NCCc2ccccc2)O3)cc1 (stereo not given)	29µM*
Cc1ccccc1CN1CCN(C(=O)[C@H]2O[C@@H](n3cnc4c(N)ncnc43)[C@H](O)[C@@H]2O)CC1	?
O=c1[nH]c(=S)n2c(c1-c1ccccc1)OC(CBr)C2 (stereo not given)	?
COCCN1C(=O)COc2ccccc2C1C(=O)Nc1c(C)cccc1C (stereo not given)	0%
CC(C)N1C(=O)c2ccccc2NC(=O)C1C(=O)NCc1cccc(C(F)(F)F)c1 (stereo not given)	?
Cc1cccc(NC(=O)c2ncn3c2C(=O)N[C@@H](C)C3)c1	4%
COc1ccc([C@H]2C[C@@H](n3cc(C4CC4)nn3)[C@H](O)CN2Cc2cccs2)cc1	-10%
COc1cccc(C(=O)NC(C)c2nnc3n2CCN(CC=C(C)C)CC3)c1 (stereo not given)	-6%
Cn1cc(-c2ccc(C(=O)Nc3cccc(Oc4ccccc4)c3)c3occc23)cn1	0%
CC(C)n1c(=O)c2ccccc2n1Cc1cn(-c2ccc(Cl)cc2)nn1	?
CCCCN1CCCCC1(C)C(=O)NCc1cccc(OC)c1 (stereo not given)	-30%
N#Cc1ccc(C(C(=O)Nc2ccc3c(c2)OCCO3)n2c(=O)c(-c3ccco3)nc3ccccc32)cc1 (stereo not given)	-106%
COc1ccc2nc(C)cc(Nc3ccccc3OC)c2c1	?
COc1ccc(Br)c(C(=O)N2CCCC2(C)C(=O)NCC(C)C)c1 (stereo not given)	?
COC(=O)C[C@H]1C=C[C@H](NC(=O)Nc2ccccc2OC)[C@@H](CO)O1	3%
COc1cc2nn(-c3ccccc3N)nc2cc1OC	-20%
O=C(NCc1ccc(F)cc1F)[C@@H]1CCCN1C(=O)[C@@H]1CCCN1	-16%
COc1ccc(S(=O)(=O)NC(=O)C2(C)CCN2C(=O)CC2CC2)cc1 (stereo not given)	3%
CCOc1ccccc1-c1cnc(NC)cn1	?
Cc1ccc(NC(=O)c2ccc3c(c2)CCN3S(C)(=O)=O)cc1	?
O=C(COC(=O)c1ccccc1)NCC1COc2ccccc2O1 (stereo not given)	-20%
COc1ccc(-c2ccc(CN3C(CC(C)C)C(=O)N(Cc4cn(CCC5OCCO5)nn4)CCS3(=O)=O)cc2)cc1OC (stereo not given)	21µM*
COCc1c(C(=O)NC2CCCCCC2)cnn1-c1nccc(-c2cc(C)sc2C)n1	?
O[C@H]1C[C@H](c2ccc(Cl)cc2)N(Cc2cccs2)C[C@@H]1n1cc(-c2ccc(F)cc2)nn1	?

The list goes on.
SMILES	TDP1 cell CPT
Cc1ccc(Cc2c(-c3ccccc3)nc3c(C)cc(Br)cn23)cc1	?
CC(=O)Nc1ccc(-c2noc(-c3csc([C@@H]4C[C@H](O)[C@@H](CO)O4)n3)n2)cc1	-14%
Cc1cc(C)cc(C(=O)NCCn2cc(C(=O)N3CCSCC3)nn2)c1	11%[9.04 µM]
CC1(C(=O)Nc2cnc3ccccc3c2)CCN1Cc1ccc2ccccc2c1 (stereo not given)	15µM*
O=C(C[C@H]1C[C@@H]2c3cc(NS(=O)(=O)c4ccccc4)ccc3O[C@@H]2[C@H](CO)O1)N1CCOCC1	-14%
NC(=O)c1cccc(Nc2nc(C(N)COCc3ccccc3)cs2)n1 (stereo not given)	18µM*
CN(C)CCN1CCN(C2CN(Cc3cn(Cc4ccccc4C(F)(F)F)nn3)S(=O)(=O)C2)CC1 (stereo not given)	-13%
Cc1cnc(C(=O)OCC(=O)c2cc(C)n(CCc3ccc(F)cc3)c2C)cn1	-20%
O=C(Cn1sc2ccccc2c1=O)Nc1ccc(Cl)cc1	5.2µM*
COc1ccc(Cl)cc1Cn1c(C)c(C(=O)NCc2cccc([N+](=O)[O-])c2)sc1=O	?
COc1ccc(S(=O)(=O)N(C)C[C@@H]2OCc3cnnn3CCCC(=O)N([C@@H](C)CO)C[C@@H]2C)cc1	0%
O=C1OCCOC2CCCc3oc(-c4ccccc4)c1c32 (stereo not given)	-13%
CNc1ccc2ncc(-c3ccccc3C(C)=O)n2n1	-19%
O=S1(=O)CC(N2CCC(Cc3ccccc3)CC2)CN1C1CCCCC1 (stereo not given)	?
O=C(NCCO)/C(=C\c1cccc([N+](=O)[O-])c1)NC(=O)c1cccs1	4%
O=C(NCc1cccs1)c1cccc2c(-c3cccnc3)coc12	?
CCC(C)NC(=O)c1ccc(N2CC3CC(C2)c2cccc(=O)n2C3)c(NC(=O)c2c(F)cccc2F)c1 (stereo not given)	?
CS(=O)(=O)Nc1cccc(-c2cc(NC=O)c3ncc(-c4ccc(F)cc4)n3c2)c1	23µM*
CC1(C(=O)NCc2ccccc2)CSCC(=O)N1CCc1c[nH]c2ccccc12 (stereo not given)	-14%
C[C@@H]1CN([C@@H](C)CO)S(=O)(=O)c2ccc(Br)cc2O[C@H]1CN(C)C(=O)Cc1cccnc1	-1%
CCC(c1nnnn1-c1ccc(OC)cc1)N1CCN(C/C=C/c2ccccc2)CC1 (stereo not given)	21µM*
COc1cccc(-c2cnc3c(NC=O)cc(-c4cccc(NC(C)=O)c4)cn23)c1	18µM*
C[C@@H](O)[C@H]1C(=O)N2C(C(=O)O)=C([C@H]3CCCO3)S[C@H]12	11%
CC1(C)CC(=O)C(CC(=O)c2ccccc2)=C(NN=C(N)N)C1	1%
CSCC[C@H](CO)NC(=O)[C@H]1O[C@@H](n2cnc3c(N)ncnc32)[C@H](O)[C@@H]1O	-12%
CCCOc1ccc(F)cc1-c1cc(C(=O)Nc2ccc(F)cc2)[nH]n1	?
c1cc(-c2ccc(CN3CCOCC3)cc2)n2ccnc2c1	-11%
CC(O)(c1cccc(F)c1)c1nc(-c2cnc3ccccc3c2)cs1 (stereo not given)	15µM*
Cc1ccccc1NS(=O)(=O)c1ccc(S(=O)(=O)N2CCCC2)cc1	-28%
Cc1ccc(F)cc1C(=O)N1CCOCC1c1cc(C(=O)Nc2ccccc2)no1 (stereo not given)	?

3 compounds from above, arranged by length of the SMILES, lowest first.
SMILES	TDP1 cell CPT
CCOc1ccccc1-c1cnc(NC)cn1	?
CC(=NNC(N)=O)C1CC2CCC1CC2 (stereo not given)	1%
Cc1cccc(C)c1NC(=O)C1(C)CSCC(=O)N1Cc1cccc(C(F)(F)F)c1 (stereo not given)	?

2 of the compounds above, field by field:
C[C@H]1CN([C@@H](C)CO)C(=O)CCCn2nncc2CO[C@H]1CN(C)C(=O)Nc1ccnc(N2CCOCC2)c1
  TDP1 cell CPT = -28%

O=C(O)C1CC(Br)C(Br)CC1C(=O)O (stereo not given)
  TDP1 cell CPT = -9%
